Compound activity: PubChem, National Center for Advancing Translational Sciences (NCATS)
Nrf2 ARE act: qHTS of Nrf2 Activators; AREc32 ARE-luciferase reporter (MCF7-derived line), luminescence, 24 h; Potency, µM (highest dose often 46.1 µM), inactives show top-dose activation, usual class: activators; hit rate 0.31% among 410,000; AID 624171, 2012; further: potency means the concentration at half of the fitted maximal effect; % of control where 0% means no effect; nearly all actives have a fitted effect of over 65% in size
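For detection, Steady-Glo was added and plates sat 30 min at RT; before that, AREc32_Fluc cells grown overnight in OPTI-MEM/5% FBS had been treated with 23 nL compound for 24 hr at 37 deg C.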
Akt phos inh: HTS Assay for Inhibitors of Akt Phophorylation: Primary Screen. Neuro2A IGF-stimulated pAkt S473 HTRF, 20 min; stronger effect = lower value. activity change, % for hits at 50 µM. hit rate 0.32% among 360,000. AID 651550, 2012; in the data active means activity change below about -80%; inconclusive means mostly about -51% to -80%; further: on the % scale 0 is the no-effect control and ±100 the full control effect
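Neuro2A cells in DMEM with 0.5% FBS, overnight at 37 deg C, given compound at single 50 µM final, then IGF (6 nM final) for 20 min at 37 deg C. Lysed; phospho-Akt Ser473 by HTRF after 24 h, 665/615 ratio.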
Nrf2 inh: Nrf2 qHTS screen for inhibitors | Potency, µM (series often up to 46 µM), inactives show at the top dose activity change, negative = inhibition, actives largely listed as inhibitors | A549 ARE-Fluc reporter, luciferase luminescence, 18-24 h | AID 504444, 2011 | hit rate 2.1% among 360,000; further: potency means the concentration at half of the fitted maximal effect; on the % scale 0 is the no-effect control and ±100 the full control effect; nearly all actives have a fitted effect of over 60% in size
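Nrf2 function is reported as luminescence of an ARE-controlled luciferase in A549 cells. Compounds were tested at several concentrations, and a CellTiter-Fluor read on the same wells flagged cytotoxicity.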
A549 tox: Nrf2 qHTS screen for inhibitors: counterscreen for cytotoxicity. A549 ARE-Fluc cells, CellTiter-Fluor viability, 18-24 h. Potency, µM (top dose mostly 46 µM), for the others: top-dose activity change, negative = cytotoxicity, most hits filed as inhibitors. hit rate 0.16% among 390,000. AID 504648, 2011; further: potency means the concentration at half of the fitted maximal effect; on the % scale 0 is the no-effect control and ±100 the full control effect
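Cytotoxicity counterscreen: CellTiter-Fluor fluorescence was measured in A549 ARE_Fluc cells after 18-24 h of compound exposure in a concentration series. The subsequent BugLite luminescent read reports ARE-luciferase activity.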
MmCpn inh: Inhibitors of TCP-1 ring complex (TRiC) of Methanococcus maripaludis (MmCpn): qHTS. Potency, µM (top dose mostly 76.9 µM), without a hit: top-dose activity, negative = inhibition, usual class: inhibitors. hit rate 0.031% among 330,000. purified Mm-Cpn ATPase, ADP Transcreener TR-FRET; further: potency means the concentration at half of the fitted maximal effect; on the % scale 0 is the no-effect control and ±100 the full control effect; nearly all actives have a fitted effect of over 80% in size
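ATP (10 uM final) was added to archaeal chaperonin (25 nM final) after 10 min exposure to test compound at 37°C; after 30 min further incubation, ADP was detected by competitive TR-FRET.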
HepG2 tox: qHTS for Inhibitors of TGF-b: Cytotox Counterscreen. HepG2 CAGA-GFP viability, ATP luminescence, 18 h. AID 588856, 2011. hit rate 0.76% among 410,000. Potency, µM (series often up to 46.1 µM), for inactives: at the top dose activity change, negative = cytotoxicity, most hits filed as cytotoxic; further: potency means the concentration at half of the fitted maximal effect; some results filed as inactive show a strong effect at the top dose
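CellTiter-Glo luminescence gave cytotoxicity after 18 hours at 37 degrees C. The cells were HepG2 CAGA-GFP in 1% FBS DMEM, stimulated with 500 pg/mL TGF-beta after compound addition. %Activity was normalised to no-cell wells (complete cell-killing) and DMSO (no toxicity), and curves were fitted and classified.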
Abeta yeast res: qHTS for compounds that reverse cellular toxicity of Amyloid beta (A-beta) peptide in yeast: Primary Screen. Potency, µM (doses to about 46.1 µM), for the others: top-dose growth rescue, actives largely listed as activators. AID 1347071, 2019. yeast expressing A-beta42, growth rescue, OD600, 48 h; response scale: 0% DMSO, 100% iron-clioquinol control. hit rate 0.063% among 410,000; further: potency means the concentration at half of the fitted maximal effect; nearly all actives have a fitted effect of over 55% in size
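Yeast A-beta toxicity model in growth medium with pinned compounds, 48 h at 30 C; growth read as absorbance at 600 nm. Normalized to FeCl3/clioquinol equimolar mix (positive) and DMSO (negative).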
CCT chaperon mod: High-Throughput Screening for Modulators of Cytosolic Chaperonin Activity | purified chaperonin ATPase assay, HTRF ADP detection, 30 min | activity change, % (test concentration not listed), hits read low | hit rate 0.3% among 360,000 | AID 651819, 2012; in the data active means activity change below about -30%; further: on the % scale 0 is the no-effect control and ±100 the full control effect
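ATPase activity: ADP formed was measured by HTRF Transcreener (665/615 nm ratio) after 30 min at 37 deg C with 10 uM ATP. Compounds screened at one 76 uM concentration against 40 or 20 nM TRiC in Tris pH 7.4/KCl/MgCl2/DTT buffer.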
TGFb inhibitor: qHTS for Inhibitors of TGF-b; HepG2 CAGA-GFP TGF-b/SMAD3 reporter, GFP fluorescence, 18 h; TGF-beta stimulated, 500 pg/mL final; Potency, µM (top dose mostly 46.1 µM), inactives show at the highest dose activity, negative = inhibition, most hits filed as inhibitors; hit rate 1.2% among 410,000; further: potency means the concentration at half of the fitted maximal effect; on the % scale 0 is the no-effect control and ±100 the full control effect; nearly all actives have a fitted effect of over 65% in size
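Inhibition of TGF-beta-driven CAGA-GFP reporter expression in HEPG2 cells is measured by cellular GFP fluorescence after 18 h stimulation with 500 pg/mL recombinant TGF-beta in 1% FBS medium at 37 degrees C.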
* hit, by the source's call; i = inactive; u = inconclusive; x = no result given; [ ] = dose if it differs, or a comment. Unless noted, the call rests on the fitted dose curve; in most records, active means well fitted curve in the direction sought with a large enough effect; inconclusive means small, poorly fitted or top-dose-only effect, or another doubt; inactive means no such curve, though single readings can be large; an effect the other way counts as inactive or inconclusive. Random draw from the library; 4.3% or so of the library scored in one or more.

SMILES	Nrf2 ARE act	Akt phos inh	Nrf2 inh	A549 tox	MmCpn inh	HepG2 tox	Abeta yeast res	CCT chaperon mod	TGFb inhibitor
O=C(Nc1ccc2c(c1)C(=O)NC2=O)c1ccc(S(=O)(=O)N2CCCC2)cc1	-0.3%	i	5%	4%	1%	-9%	3%	0.9	-12%
C[C@]12CCC3c4ccc(OCC(=O)O)cc4CCC3C1CCC2=O (stereo partly drawn)	-0.4%	i	-18%	-4%	-1%	5%	5%	2.3	-13%
COC(=O)CCC(=O)OC1(C)C(=O)C=C2C=C(C3CC3)N(Cc3ccc4c(c3)OCO4)C=C2C1=O (stereo not drawn)	0.0%	i	11%	-11%	-1%	3%	4%	1.7	15%
S=C(NN=C1CCCCCC1)Nc1ccc(Cl)cc1	1.2%	i	7%	-6%	0%	-2%	-16%	1.1	-11%
CC(C)n1c(=S)[nH]c2cc(C(F)(F)F)ccc21	-0.7%	i	u	1%	-14%	-20%	13µM*	-0.9	22%
COc1ccc(NC(=O)NCc2ccc3c(c2)OCO3)cc1	0.3%	i	15%	0%	-14%	3%	-1%	0.5	-1%
O=C(NCCCn1ccnc1)Nc1cccc2ccccc12	-0.9%	i	x	4%	-4%	-1%	u	1.2	13%
COC(=O)c1ccccc1NC(=O)c1c(NC(=O)c2ccco2)sc2c1CCC(C(C)(C)C)C2 (stereo not drawn)	-0.4%	x	13%	8%	x	-26%	-25%	x	3%
Cc1ncoc1C(=O)N1CCc2c([nH]c3ccccc23)C1C1CCCCC1 (stereo not drawn)	0.1%[9.22 µM]	i	u	10%	4%	-5%	21%	-5.5	-3%
FC(F)(F)c1cc(-c2ccccc2)nc(NCc2cccnc2)n1	2.4%	i	-23%	1%	1%	-22%	10%	-1.4	-18%
O=C(COC(=O)c1cccc(S(=O)(=O)N2CCOCC2)c1)NC1CCCCC1	-1.5%	i	x	x	x	8%	-2%	-7.6	-6%
C/C(=N\NC(=O)CC(C)C)c1ccc(N2CCCCC2)cc1	-0.2%	i	u	-3%	1%	-22%	7%	-5.5	-2%
CCOC(=O)C1=C(CN2CCN(c3ccc(Cl)cc3)CC2)NC(=O)NC1c1ccc(F)cc1 (stereo not drawn)	6.9%	x	u	u	x	-39%	1%	x	16µM*
CCSc1nnc(NC(=O)c2c(C)noc2C)s1	-0.6%	i	8%	0%	-3%	-2%	-2%	-1.3	5%
Cc1cc(OCC(O)CN)ccc1Cl (stereo not drawn)	-0.4%	i	-13%	1%	-4%	-5%	18%	-2.7	24%
CCN1C(=O)c2ccccc2S(=O)c2ccc(C(=O)N3CCN(c4ccccc4OC)CC3)cc21 (stereo not drawn)	-0.3%	x	-9%	-3%	x	4%	-2%	x	-18%
CC(=O)c1c(O)c(C)c(O)c2c1OC1=CC(=O)C(C(C)=O)C(=O)[C@@]12C (stereo partly drawn)	-0.4%	i	-12%	3%	-1%	-7%	-7%	1.3	-17%
CC1CCCCC1NS(=O)(=O)c1ccc(S(=O)(=O)N2CCCC2)cc1 (stereo not drawn)	-0.6%	x	-12%	u	-1%	-12%	-11%	-3.1	-11%
CCCCCCc1cc2cc(C(=O)NCc3ccccc3)c(=N)oc2cc1O	-0.7%	i	u	2%	1%	0%	-12%	-2.4	-7%
CCC(C)NS(=O)(=O)c1cc2c3c(c1)CCC(=O)N3CCC2 (stereo not drawn)	0.6%	x	-7%	15%	-1%	-7%	-11%	0.1	-24%
COc1cc(CN(CC2CCCO2)C(=O)c2ccc(F)cc2)cc(OC)c1OC (stereo not drawn)	-0.1%	x	1%	1%	x	1%	-3%	x	-10%
CCOc1ccccc1C(=O)OCC(=O)Nc1ccc(OC(F)F)cc1	-0.3%	i	u	-2%	1%	-12%	-1%	-0.1	23%
CCNc1nc(NC(C)C)nc(NC(C)(C)C)n1	-0.5%	i	-4%	-15%	2%	-8%	21%	-0.5	-21%
COc1ccc(-c2c(C)oc3c(CN4CCN(C)CC4)c(O)ccc3c2=O)cc1	0.1%	i	-13%	1%	1%	-16%	2%	1.5	1%
CC(=O)Cn1nnc2sc3c(c2c1=O)CCC(C(C)(C)C)C3 (stereo not drawn)	3.1%	i	u	0%	0%	-18%	-17%	2.0	0%
CC1CCN(C(=O)C2CC(c3ccc(F)cc3)=NO2)CC1 (stereo not drawn)	-0.4%	i	x	-2%	1%	7%	7%	0.1	-8%
CC(=O)NC(CC(C)C)C(=O)NC(=O)NCc1ccccc1 (stereo not drawn)	-0.8%	i	3%	18%	0%	-10%	-7%	1.0	3%
Cc1ccc(Cl)cc1NC(=O)C(NS(=O)(=O)c1ccc2c(c1)CCC(=O)N2)c1ccccc1 (stereo not drawn)	12%	x	1%	-4%	x	-6%	-9%	x	-24%
CCCN1CCN(CCCNC(=O)C2CCCN(c3nnc(-n4cccc4)s3)C2)CC1 (stereo not drawn)	-0.9%	i	8%	1%	-1%	8%	3%	-0.1	8%
Cn1nnc(NC(=O)CSc2nnnn2-c2ccc(F)cc2)n1	-0.1%	i	4%	-11%	-2%	-17%	-18%	-0.5	-5%
COc1ccccc1CC(=O)Nc1ccccc1O	-0.5%	i	1%	-5%	1%	9%	11%	-1.8	-9%
CCCC(=O)Nc1ccc(Sc2ccc([N+](=O)[O-])cc2)cc1	2.7%	i	u	-6%	0%	-16%	11%	-0.5	-11%
COc1ccccc1-c1nnc(NC(=O)c2ccc(S(=O)(=O)N(C)CC3CCCO3)cc2)o1 (stereo not drawn)	1.7%	i	-17%	-1%	1%	-34%	4%	0.3	-27%
Cc1c(CN2CCCC(C(=O)c3cccc(Cl)c3)C2)c(=O)n(-c2ccccc2)n1C (stereo not drawn)	2.9%	i	21%	4%	0%	-17%	-16%	-2.8	10%
COc1cc2oc(=O)cc(CN3CCN(c4ccccc4F)CC3)c2cc1Cl	-0.7%	i	x	x	x	-34%	-9%	-0.1	u
CO/N=C/C(=N\Nc1ccc(OC)cc1)C(=O)c1ccc(F)cc1	-0.2%	i	-2%	-21%	-2%	1%	-5%	0.9	1%
CC(C)Cc1ccc(S(=O)(=O)N2CCN(Cc3noc(CCC(=O)N4CCCCC4)n3)CC2)cc1	0.9%	x	-10%	-3%	x	-26%	-17%	x	11µM*
O=C(Nc1ccc([N+](=O)[O-])cc1)C1CC12CCC2 (stereo not drawn)	4.2%	i	31%	1%	-3%	3%	12%	-3.3	16%
CC1(C)C2CCC1(C(=O)O)c1nc3ccccc3nc12 (stereo not drawn)	0.2%[9.22 µM]	i	-2%	3%	-1%	15%	-11%	0.1	10%
CCn1c(SCC(=O)Nc2ccccc2C)nnc1-c1ccccc1O	0.4%	i	x	5%	1%	-3%	-16%	-3.8	11%
CC(C)C[C@H]1CNC(=S)N1C[C@H]1CCCN1C[C@H](Cc1ccc(O)cc1)N1C[C@H](Cc2ccc(O)cc2)N(CC2CCCCC2)C1=S	-2.6%	i	x	x	x	-86%	1%	-1.7	16µM*
Cc1nc2nc[nH]n2c(=O)c1NC(=O)c1cccc(OCC(C)C)c1	-0.4%	x	-3%	12%	-2%	3%	8%	-4.6	-11%
Cc1cc(NCCO)c2ccccc2n1	0.0%	i	u	-4%	-1%	12%	-10%	-9.1	u
O=C(CSc1nnc(Cn2nnc3ccccc32)o1)Nc1cccc(Cl)c1	0.0%	i	15%	-9%	1%	12%	19%	0.5	-6%
COc1ccc(OC)c(NC(=O)CSc2ccc3ccccc3c2)c1	0.2%	i	-19%	1%	1%	1%	-7%	-1.4	-14%
CC12CN3CC(c4ccccc4)(CN(C1)C3c1ccc(O)cc1)C2=O (stereo not drawn)	-0.3%	x	-1%	1%	x	1%	8%	x	u
COC(=O)CCC/C=C1/SCC(NC(=O)c2ccccc2)/C1=N/O (stereo not drawn)	0.6%	i	1%	1%	0%	29%	4%	2.7	-4%
CCC(=O)Nc1cc(C(=O)OC(C(=O)c2ccc(C)c(C)c2)c2ccccc2)ccc1C (stereo not drawn)	0.4%	i	u	-3%	2%	-29%	21%	-1.9	-18%
Cc1ccc(-n2c(=O)c3c(C)c(C)sc3n(CC(=O)c3ccc(Cl)cc3)c2=O)cc1C	0.5%	x	6%[9.27 µM]	-10%	x	-24%	9%	x	-4%
Cc1ccccc1N1C(=O)C2ON(c3ccccc3)C(c3ccco3)C2C1=O (stereo not drawn)	0.0%	i	-1%	-7%	0%	8%	31%	1.8	17%
CCOC(=O)c1ccc(COC(=O)c2cc3ccccc3oc2=O)o1	4.4%	i	-2%	-2%	-3%	3%	-4%	-5.6	1%

Part of the list above with just Nrf2 ARE act and CCT chaperon mod.
SMILES,Nrf2 ARE act,CCT chaperon mod
CC12CN3CC(c4ccccc4)(CN(C1)C3c1ccc(O)cc1)C2=O (stereo not drawn),-0.3%,x
COC(=O)CCC/C=C1/SCC(NC(=O)c2ccccc2)/C1=N/O (stereo not drawn),0.6%,2.7
CCC(=O)Nc1cc(C(=O)OC(C(=O)c2ccc(C)c(C)c2)c2ccccc2)ccc1C (stereo not drawn),0.4%,-1.9
Cc1ccc(-n2c(=O)c3c(C)c(C)sc3n(CC(=O)c3ccc(Cl)cc3)c2=O)cc1C,0.5%,x
